# Bioassay records (PubChem)
# TEAD-YAP inh: TEAD-YAP interaction inhibition; HEK-TIYL cells, TEAD-Gal4/YAP UAS-luciferase luminescence; inhibition, % at 9.12 µM; 640,000 tested, 1.4% active; AID 1259422; in the data active = inhibition above about 32%;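 also: 0% = median of test compound wells and 100% = reference inhibitor wells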
# FBW7 act: activators of human E3 ligase FBW7. normalized activity (activation), % at 26.1 µM. AID 1259310. AlphaScreen FBW7–phospho-cyclin E peptide binding, activator screen. 650,000 tested, 0.13% active; in the data active = normalized activity above about 1.9%;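 also: purified mutant Fbw7 with reduced substrate affinity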
# Target sequence (Q969H0 whole entry, looked up): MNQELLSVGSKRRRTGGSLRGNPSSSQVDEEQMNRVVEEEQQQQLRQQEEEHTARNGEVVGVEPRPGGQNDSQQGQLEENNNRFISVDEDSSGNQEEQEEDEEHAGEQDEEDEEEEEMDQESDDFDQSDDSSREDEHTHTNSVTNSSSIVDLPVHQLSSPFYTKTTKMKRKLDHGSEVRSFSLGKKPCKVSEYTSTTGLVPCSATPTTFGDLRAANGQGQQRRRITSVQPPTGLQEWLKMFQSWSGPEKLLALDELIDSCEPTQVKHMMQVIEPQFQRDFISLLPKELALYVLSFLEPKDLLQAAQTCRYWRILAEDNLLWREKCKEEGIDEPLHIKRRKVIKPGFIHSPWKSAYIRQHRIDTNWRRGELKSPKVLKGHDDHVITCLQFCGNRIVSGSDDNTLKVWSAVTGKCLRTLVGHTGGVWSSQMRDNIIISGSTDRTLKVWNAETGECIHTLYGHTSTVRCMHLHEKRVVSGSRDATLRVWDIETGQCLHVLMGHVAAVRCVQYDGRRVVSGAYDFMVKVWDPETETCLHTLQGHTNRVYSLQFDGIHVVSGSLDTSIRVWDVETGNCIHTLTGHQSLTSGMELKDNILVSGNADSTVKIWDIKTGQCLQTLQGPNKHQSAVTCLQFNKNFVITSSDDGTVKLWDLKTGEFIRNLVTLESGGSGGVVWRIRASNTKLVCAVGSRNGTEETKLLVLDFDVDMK
# GPR151 ag: activates the human receptor GPR151; 650,000 tested, 1% active; PathHunter beta-arrestin GPR151 cells, luminescence; Q8TDV0; activation, % at 11.2 µM; AID 1508602; in the data active = activation above about 4.9%;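 also: 0% = median of compound wells and 100% = cells with positive control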
# Target sequence (Q8TDV0 whole entry, looked up): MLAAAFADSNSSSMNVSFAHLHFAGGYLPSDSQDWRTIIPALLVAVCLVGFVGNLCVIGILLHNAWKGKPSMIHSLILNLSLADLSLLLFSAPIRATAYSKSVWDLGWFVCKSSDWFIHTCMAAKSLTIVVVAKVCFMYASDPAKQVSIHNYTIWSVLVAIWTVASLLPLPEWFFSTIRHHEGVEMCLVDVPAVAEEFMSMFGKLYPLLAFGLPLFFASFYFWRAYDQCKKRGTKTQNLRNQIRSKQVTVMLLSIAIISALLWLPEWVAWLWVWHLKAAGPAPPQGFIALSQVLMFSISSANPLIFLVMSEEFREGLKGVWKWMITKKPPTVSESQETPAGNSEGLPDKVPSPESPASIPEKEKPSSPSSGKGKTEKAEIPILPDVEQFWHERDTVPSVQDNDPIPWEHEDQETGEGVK
# MITF primary: human MITF inhibition, primary screen; O75030; AlphaScreen MITF homodimerization, bead proximity signal; inhibition, % at 2.6 µM; 650,000 tested, 0.91% active; AID 1259374; in the data active = inhibition above about 50%;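 also: 0% = vehicle wells with protein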
# * = called active by the depositor; & = joins results of further samples.
# Order of results – MITF primary, TEAD-YAP inh, GPR151 ag, FBW7 act
CC(NC(=O)c1cn(Cc2c(F)cccc2F)nn1)c1ccncc1 (configuration not stated)
  11, -11, 0.7, 0.0
COCCN1C=C(C(=O)OC)C(c2cccc(Cl)c2Cl)C(C(=O)OC)=C1
  2, 7, -1.2, 0.9
O=C1CC[C@@H]2CN(Cc3ccccc3F)CC[C@@H]2N1Cc1ccc(F)cc1
  -11, 4, 0.2, -0.1
COc1ccc(Cc2cnc(NC(=O)/C=C/c3ccco3)s2)cc1
  2, 64*, -0.7, 0.0
NS(=O)(=O)c1ccc(NC(=O)CN(Cc2ccccc2)S(=O)(=O)c2ccc(Cl)cc2)cc1
  -16, 12, 1.3, 0.1
COc1ccc(C(=O)NC(=O)COC(=O)C2CC2C)cc1 (configuration not stated)
  13, -6, 0.1, -0.1
CCCCC1CN(CCNC(=O)c2nc3ncccn3n2)Cc2ccccc2O1 (configuration not stated)
  -6, 0, 2.6, 0.0
COc1cccc(NC(=O)Cn2nc(C)cc2C)c1
  -4, 1, 0.2, -0.1
COc1ccccc1CNC(=O)c1sc2ncn(C)c(=O)c2c1C
  2, -2, 0.2, 0.0
Nc1c(C(=O)Nc2cccc(C(F)(F)F)c2)sc2nc(-c3cccs3)cc(-c3cccs3)c12
  -5, -5, -0.8, 0.2
CC(=O)Nc1ccccc1-c1nc2ccc(C(=O)NCc3ccccn3)cc2[nH]c1=O
  -5, -22, 0.9, -0.1
CCOC(=O)C1=C(C)N=c2s/c(=C\c3cc(C)n(-c4ccc(C)cc4)c3C)c(=O)n2C1c1ccccc1OC (configuration not stated)
  2, 5, 3.6, -0.1
COc1ccc(/C=C2/c3ccccc3-c3cc4c(C)cc(C)nc4cc32)cc1OC
  4, -9, 5.8*, -0.1
COc1ccccc1NC(=O)CN(Cc1ccc(Br)cc1)S(=O)(=O)c1ccccc1
  3, 12, -0.7, 0.1
CC(C)(C)OC(=O)N[C@H]1CCCN(c2nccc(-c3ccc(S(C)(=O)=O)cc3)n2)C1
  -2, 3, 0.7, 0.2

# Order of results – MITF primary, TEAD-YAP inh, GPR151 ag, FBW7 act
Cc1cccc(C(=O)Nc2ccc3oc(-c4ccc(Cl)cc4Cl)nc3c2)c1
  3, -7, 1.0, 0.2
CC1(C)CC(NC(=O)c2cc(Cl)ccc2Cl)CC(C)(C)N1
  16, 1, -0.5, -0.1
COc1ccc(OC)c(NC(=O)C(=O)NCCCO)c1
  2, -2, 1.0, -0.1
CC(C)(C)C(=O)/C=C/Nc1ccccc1C(N)=O
  8, -13, 4.3, -0.1
C=CCN1C(=O)SC(CC(=O)Nc2cccc3ccccc23)C1=O (configuration not stated)
  15, 5, -0.2, -0.1
O=C1c2ccccc2CCc2sccc21
  4, -2, -0.6, 0.1
C=CCOC(=O)C1=C(C)Nc2[nH]c(=O)[nH]c(=O)c2C1c1cc(OC)ccc1OC (configuration not stated)
  1, 1, -0.2, 0.1
COc1cc(/C=C2\SC(=Nc3ccccc3)N(C3CCCC3)C2=O)ccc1OCc1ccc(F)cc1
  11, 3, 1.8, 0.0
CN(C)c1cccc(Nc2nc(NCCc3ccc(O)cc3)c3[nH]cnc3n2)c1
  9, -1, 0.7, -0.3
Fc1ccc(NC(=S)N(Cc2ccccc2)Cc2ccco2)cc1Cl
  -4, -4, 0.4, -0.2
COc1cc(NS(=O)(=O)c2ccc(Nc3nc(-c4c(C)nc5ccccn45)cs3)cc2)nc(OC)n1
  10, 1, -0.4, 0.8
CCOc1ccccc1Nc1nnc(SCC(=O)N2CCN(C(C)=O)CC2)s1
  -11, 7, -2.3, 0.0
Cc1onc(-c2ccccc2Cl)c1C(=O)NC(C)C
  1, -1, 0.1, 0.1
O=C(Oc1ccccc1N1C(=O)c2ccccc2C1=O)c1cccc([N+](=O)[O-])c1
  6, 12, 0.5, 0.0
COc1ccccc1-c1coc2cc(OCc3ccccc3Cl)ccc2c1=O
  6, -1, -0.9, 0.1

# Order of results – MITF primary, TEAD-YAP inh, GPR151 ag, FBW7 act
O=C(c1ccc(Cl)cc1)N1CCN(C2=NS(=O)(=O)c3ccccc32)CC1
  -10, -1, -0.9, 0.0
O=C(CSc1ncnc2sc3c(c12)CCCC3)NNC(=O)c1ccccc1
  3, -3, -0.3, 0.2
COc1ccc([N+](=O)[O-])cc1N(CC(=O)NCCSc1ccccc1)S(C)(=O)=O
  -5, -8, 1.2, -0.1
CCC12CN3CC(CC)(CN(C1)C3c1c[nH]c3ccccc13)C2=O (configuration not stated)
  9, 8, 1.8, -0.1
CCc1ccc(-c2cc3c(=O)n(CC(=O)NCCCOC)nc(C)n3n2)cc1
  12, 8, 0.9, -0.1
CCOC(=O)C1(CCOc2ccccc2)CCN(C(=O)c2ccsc2)CC1
  -4, -6, -0.9, -0.1
O=C(NCc1ccc(F)cc1)C1CC(=O)N(C2CCCCCC2)C1 (configuration not stated)
  -8, -3, -0.2, -0.3
CC(C)N1CCc2c(sc(NC(=O)CN3C(=O)c4ccccc4C3=O)c2C(N)=O)C1
  18, 0, -0.6, 0.0
CS(=O)(=O)c1ccc(C(=O)OCC(=O)N2CCCCCC2)cc1[N+](=O)[O-]
  12, 8, -1.5, 0.0
Cc1noc(C)c1S(=O)(=O)N1CCC(C(=O)N2CCCCC2C)CC1 (configuration not stated)
  13, -2, 4.0, 0.0
NC(=O)c1c(/N=C/C(Br)=C/c2ccccc2)sc2c1CCC2
  2, -8, -0.5, -0.2
O=C(CSc1nnc(NC(=O)CCCl)s1)Nc1ccccc1
  1, -14, -0.2, -0.1
O=C1/C(=C/c2ccc([N+](=O)[O-])cc2)SC(=S)N1Cc1ccco1
  32, 16, 1.1, 0.1
CCOC(=O)CNc1ccccc1
  6, 7, 2.2, 0.2
COC(=O)COc1ccc(S(=O)(=O)Nc2ccc(S(N)(=O)=O)cc2)cc1C
  3, -6, 5.9*, 0.1

# Order of results – MITF primary, TEAD-YAP inh, GPR151 ag, FBW7 act
CCC1=NS(=O)(=O)c2ccccc2N1
  -2, 2, 0.9, 0.2
COc1ccc2c(c1)CC(C(=O)Nc1ccc(-c3cn[nH]c3)cc1OCCC(C)C)CO2 (configuration not stated)
  -4, -6, 0.3, -0.2
O=C1c2ccccc2C(=O)N1CNc1ccc(F)cc1
  -5, -11, 0.2, -0.1
CC(=O)c1ccc(-n2nnnc2SCC(=O)Nc2nc(C(C)(C)C)cs2)cc1
  19, 10, -1.2, 0.8
CC(C)[C@H]1NC(=O)[C@H]2CN(C(=O)c3cccc(Cl)c3)CCN2C1=O
  16, -5, 0.6, 1.1
Cc1cc(C(F)(F)F)c2c(N)nn(CCO)c2n1
  12, 2, 0.2, 0.0
CCOc1ccccc1CNn1c(-c2ccc(OC)c(OC)c2)nc2ccccc2c1=O
  -14, 18, 0.9, -0.1
COc1ccc(CCN2CCC(NCc3ccc(C(F)(F)F)nc3)CC2)cc1
  -5, -10, 2.1, 0.6
CCn1nnc2c(Nc3cc(C)cc(C)c3)ncnc21
  -1, -5, -0.8, -0.2
Cc1ccc(S(=O)(=O)N2CCN(CCNC(=O)COc3ccccc3C)CC2)cc1
  -1, 9, -0.9, 1.2
CC1CC(O)(C#CCN(C)c2ccccc2)C(C)CN1C (configuration not stated)
  8, 6, 0.3, 0.1
c1ccc(CN(Cc2ccccc2)c2ncnc3nc[nH]c23)cc1
  -8, 3, 0.6, -0.1
Cc1ccc(NC(=O)c2sc3ncn(Cc4cccc(F)c4)c(=O)c3c2C)c(C)c1
  18, -2, -0.7, -0.2
COc1ccc(CCc2ncccc2O)cc1S(=O)(=O)O
  4, 6, -0.1, 0.1
Cc1ccc(S(=O)(=O)N2CC(C)N(S(C)(=O)=O)C2)cc1 (configuration not stated)
  2, 2, -0.7, 0.0

# Order of results – MITF primary, TEAD-YAP inh, GPR151 ag, FBW7 act
O=C(NC1CCCCC1)c1cc(Cl)ccc1[N+](=O)[O-]
  -8, 0, 3.8, -0.1
CN(C(=O)c1cccc(S(=O)(=O)N(C)C)c1)c1ccccc1
  4, 1, -0.3, 0.1
CCOC(=O)C1CCN(c2ncnc3c2c(-c2ccccc2)cn3-c2ccc(Cl)cc2)CC1
  -9, 1, -1.1, -0.1
COC(=O)c1ccccc1NC(=O)c1nn2c(C(F)(F)F)cc(-c3ccc(Br)cc3)nc2c1Cl
  5, 3, -0.5, 0.2
CCCCNS(=O)(=O)c1ccc(NC(=O)c2ccc([N+](=O)[O-])cc2)cc1
  13, 11, -1.1, 0.1
COC(=O)c1cc(C(=O)OCC(=O)c2cc(C)n(-c3ccccc3)c2C)cc([N+](=O)[O-])c1
  7, -2, 3.5, -0.2
COC(=O)c1ccc2c(=O)n(Cc3ccc4c(c3)OCO4)c(SCC(=O)Nc3ccc(C)c(Cl)c3)nc2c1
  10, 5, -0.2, -0.1
O=C(O)COc1ccc(/C=C/c2nc3ccccc3s2)cc1
  -3, 72*, -7.6, 0.0
Cc1csc(SCC(=O)Nc2ccccc2C(C)(C)C)n1
  11, -7, -0.6, 0.2
COc1ccc(Cl)cc1NC(=O)c1c(NCc2ccc(C)o2)sc2c1CCCCC2
  1, 8, 2.7, 0.7
N#Cc1ccccc1S(=O)(=O)N1CCN(c2cccc(Cl)c2)CC1
  0, 8, -0.9, 0.1
CCOC(=O)CSc1nc2sc(C)cc2c(=O)n1Cc1ccco1
  3, -9, 0.6, -0.1
COCC(=O)Nc1cnn(-c2ccc(C(=O)N3CCSCC3)cc2)c1
  3, -4, 0.1, -0.2
O=c1nc(-c2ccccc2)c2cc(Cl)ccc2[nH]1
  17&-4, -6&-12, -1.7&0.3, 0.1&-0.1
CC1(C)C(=O)NCCN1C(=O)c1cc(Cl)sc1Cl
  10, -3, -0.3, 0.0

# Order of results – MITF primary, TEAD-YAP inh, GPR151 ag, FBW7 act
Cc1ccc(NC(=O)CSc2nc3ccccc3c(=O)n2CC2CCC(C(=O)NCc3ccco3)CC2)cc1Cl (configuration not stated)
  2, 10, -0.8, -0.1
CCC(C)NC(=O)c1c[nH]c2ccc(S(=O)(=O)N(C)c3cc(Cl)ccc3OC)cc2c1=O (configuration not stated)
  -5, 3, -1.2, 0.6
CCn1cc(NC(=O)Nc2cccc(C(C)=O)c2)c(C(N)=O)n1
  4, 1, 1.8, -0.3
CC(=O)OC1COC(Oc2ccc(C(C)(C)C)cc2)C(OC(C)=O)C1OC(C)=O (configuration not stated)
  0, -3, -2.5, 0.1
Clc1ccccc1-c1cnn2c(NCc3cccs3)ccnc12
  -18, -50, 0.1, -0.5
Cc1ccc(S(=O)(=O)c2nc(-c3ccc(Cl)cc3)oc2N(C)C)cc1
  -17, 1, -0.3, 0.1
Cc1ccc(OCc2nc(-c3ccc([N+](=O)[O-])cc3)no2)c(C)c1
  8, -5, -1.7, 0.9
COc1cccc(CNC(=O)c2nnn(-c3cccc(C(F)(F)F)c3)c2N)c1
  3, -4, -0.5, 0.0
O=C1[C@@H]2C[C@H](NCc3cccc4ncccc34)CN2C(=O)[C@@H]2CCCN12
  7, 10, 0.9, -0.2
Cc1nc2ccccc2nc1CSc1nnc(C)n1Cc1ccccc1
  17, 0, -0.1, 0.8
O=C(N/C(=C\c1cccc([N+](=O)[O-])c1)C(=O)N1CCOCC1)c1ccccc1Cl
  5, 10, -0.3, 0.2
Cc1ccc(CN=c2c([N+](=O)[O-])nn(-c3ccccc3C)n2O)cc1
  22, 5, -0.1, -0.2
C=CCN1C(=O)S/C(=C/c2cc([N+](=O)[O-])ccc2Cl)C1=O
  -9, 5, -1.2, -0.6
CC(C)=CCN1CCN(Cc2cnn(-c3ccc(F)cc3)c2)CC1CCO (configuration not stated)
  3, -1, 0.1, 0.1
O=C(C1CCCO1)N1CCN(S(=O)(=O)c2ccccc2)CC1 (configuration not stated)
  -1, -6, -0.4, 0.4

# Order of results – MITF primary, TEAD-YAP inh, GPR151 ag, FBW7 act
COC(=O)c1ccc2nc(N)sc2c1
  -2, -17, -0.5, -0.2
Cc1ccccc1C(=O)Nc1ccc(C(C)C)cc1
  17, -64, 2.5, 0.2
COC(=O)c1cc(N2C(=O)/C(=C/c3ccc(-c4cc(Cl)ccc4Cl)o3)C=C2c2ccccc2)ccc1Cl
  6, -6, 0.9, 0.0
CN(Cc1cccc(OCCCNC(=O)c2ccccn2)c1)C1CCCCC1
  23, -7, -0.5, -0.7
COc1ccccc1-n1c(C)nc2cc(C(=O)NCCc3ccccc3)ccc21
  9, -8, 1.3, -0.1
COC(=O)c1ccc(CSc2nc(C)cc(=O)[nH]2)cc1
  -9, 4, -0.5, -0.1
COc1ccc(NC(=O)c2ccco2)c2ccccc12
  -2, -1, -1.8, 0.0
Cc1ccc(C2=NN(CC(=O)NCc3ccccn3)C(=O)CC2)cc1
  -2, 5, 0.8, -0.4
CCc1cccc(NC(=O)CC(C)S(=O)(=O)c2ccc3c(c2)OCC(=O)N3)c1 (configuration not stated)
  -12, -6, -1.7, -0.1
Cn1cc(CCNC(=O)CCc2nnc(Cc3ccc(-c4ccccc4)cc3)o2)cn1
  3, 11, -0.9, 0.1
O=c1[nH]c(=O)n(-c2cccc(Cl)c2)c(O)c1/C=N/c1nnc(-c2ccccc2)s1
  10, -6, 0.6, 0.2
O=C(O)CNC(=O)c1ccc(S(=O)(=O)N2CCOCC2)cc1
  16, -7, -1.7, 0.9

# In the list so far, 5 have a tert-butyl group:
# Order of results – MITF primary, TEAD-YAP inh, GPR151 ag, FBW7 act
CC(C)(C)OC(=O)N[C@H]1CCCN(c2nccc(-c3ccc(S(C)(=O)=O)cc3)n2)C1
  -2, 3, 0.7, 0.2
CC(C)(C)C(=O)/C=C/Nc1ccccc1C(N)=O
  8, -13, 4.3, -0.1
CC(=O)c1ccc(-n2nnnc2SCC(=O)Nc2nc(C(C)(C)C)cs2)cc1
  19, 10, -1.2, 0.8
Cc1csc(SCC(=O)Nc2ccccc2C(C)(C)C)n1
  11, -7, -0.6, 0.2
CC(=O)OC1COC(Oc2ccc(C(C)(C)C)cc2)C(OC(C)=O)C1OC(C)=O (configuration not stated)
  0, -3, -2.5, 0.1
